# Source: PubChem (Augusta University)
# HT1080 EIF4E-luc2 = inhibitors of EIF4E gene expression, primary screen, cell-based, HT1080, luciferase reporter (AID 1224817) | HT1080 EIF4E-luc2 knock-in reporter, luciferase, 16 h; active compounds read low | log2 luciferase activity ratio at 2.5 µM | 1% of 2,000 active;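 active means log2 luciferase ratio at or below -0.5849, meaning signal at two thirds of solvent-only control or lower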;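 further: luciferase reports endogenous eIF4E expression since it is co-expressed from the native EIF4E locus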
# An asterisk follows results filed as active. An excerpt, so the mix of outcomes need not match the whole.
nr	structure	HT1080 EIF4E-luc2
1	CC(C)C(Br)C(=O)NCC(=O)O (stereo unspecified)	-0.27
2	OC1CC2CCC(C1)N2 (stereo unspecified)	0.1
3	NC(CCl)=NC1CN2CCC1CC2 (stereo unspecified)	0.34
4	NCC(O)CSP(=O)(O)O (stereo unspecified)	0.14
5	C(=NCCN1CCOCC1)=NC1CCCCC1	0.31
6	O=C(O)CP(=O)(O)O	-0.21
7	O=P(O)(O)c1ccccc1 (tested in a mixture with another compound)	-0.02
8	CC(Br)C(=O)NC(CO)C(=O)O (stereo unspecified)	0.016
9	O=C(O)c1cc[c]([Hg][S]c2ncnc3nc[nH]c23)cc1	-0.15
10	O=C(NCP(=O)(O)O)c1cccnc1	0.14
11	CC(=O)OC1CCC2(C)C(CCC3C2CC(=O)C2(C)C3CC(N3CC3)C2C(C)=O)C1 (stereo unspecified)	-0.18
12	COC(=O)C1=COC(C)C2CN3CCC4(C(=O)Nc5ccccc54)C3CC12 (stereo unspecified)	0.12
13	COc1ccc(-c2c(C)c(C(=O)O)nc(-c3ccc4c(O)c(OC)c5c(c4n3)=NC(C)(C)N=5)c2N)c(O)c1OC	-0.34
14	COC1C(OC(=O)/C=C/C=C/C=C/C=C/C(=O)O)CCC2(CO2)C1C1(C)OC1CC=C(C)C (stereo unspecified)	0.089
15	Nc1nc(N)c(N=Nc2ccc([As](=O)(O)O)cc2)c(=O)[nH]1	-0.12

# 3 entries out of the list, arranged by count of non-hydrogen atoms, highest first.
nr	structure	HT1080 EIF4E-luc2
13	COc1ccc(-c2c(C)c(C(=O)O)nc(-c3ccc4c(O)c(OC)c5c(c4n3)=NC(C)(C)N=5)c2N)c(O)c1OC	-0.34
9	O=C(O)c1cc[c]([Hg][S]c2ncnc3nc[nH]c23)cc1	-0.15
6	O=C(O)CP(=O)(O)O	-0.21

# Filtered by structure: the entries above containing bromine
nr	structure	HT1080 EIF4E-luc2
1	CC(C)C(Br)C(=O)NCC(=O)O (stereo unspecified)	-0.27
8	CC(Br)C(=O)NC(CO)C(=O)O (stereo unspecified)	0.016

# Among those listed so far, three have a halogen:
nr	structure	HT1080 EIF4E-luc2
1	CC(C)C(Br)C(=O)NCC(=O)O (stereo unspecified)	-0.27
3	NC(CCl)=NC1CN2CCC1CC2 (stereo unspecified)	0.34
8	CC(Br)C(=O)NC(CO)C(=O)O (stereo unspecified)	0.016

# Next compounds.
nr	structure	HT1080 EIF4E-luc2
16	COC(=O)C1c2cc3c(c(O)c2C(O)CC1(C)O)C(=O)c1c(O)cc2c(c1C3=O)OC1OC2(C)C(O)C(N(C)C)C1O (stereo unspecified)	-0.14
17	Nc1nnnn1CCO	0.069
18	COc1c2c(c(CC=C(C)C)c3oc(=O)c(-c4ccc(O)cc4)c(O)c13)OC(C)(C)C=C2	-0.065
19	NCCSC(c1ccccc1)c1ccccc1	-0.14
20	c1cc(C2N3CCCN2CC3)ccn1 (stereo unspecified)	0.13
21	NC(N)=NOCC[C@@H](N)C(=O)O	-0.045
22	C/C=C1/CN2C3CC45c6ccccc6N(C)C4C2CC1C3C5O (stereo unspecified)	-0.037
23	O=C(O)CS(=O)(=O)C(c1ccccc1)c1ccccc1	-0.12
